AID inh: blocks human AID cytidine deaminase activity. AID deamination FRET fluorescence, UDG-coupled, 4 h. 0.32% of 91,000 active. Potency, µM (series often up to 115 µM), for the others: top-dose activity change, negative = inhibition, actives largely listed as inhibitors; further: nearly all actives have a fitted effect of over 25% in size
Target sequence (Q9GZX7 whole entry, looked up): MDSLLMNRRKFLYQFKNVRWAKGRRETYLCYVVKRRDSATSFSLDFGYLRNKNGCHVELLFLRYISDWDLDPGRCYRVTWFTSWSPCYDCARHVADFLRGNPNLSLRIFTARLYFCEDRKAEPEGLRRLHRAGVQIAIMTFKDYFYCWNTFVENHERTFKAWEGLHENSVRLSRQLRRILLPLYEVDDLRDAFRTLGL
UDG counterscr: counter-screen for AID inhibitors: uracil-DNA glycosylase inhibition. FRET deamination/UDG coupled assay, UDG read, 4 h. Potency, µM (top dose mostly 115 µM), for inactives: at the top dose activity change, negative = inhibition, most hits filed as inhibitors. 0.14% of 91,000 active; further: nearly all actives have a fitted effect of over 65% in size
* = called active by the depositor; ? = inconclusive; & = joins results of further samples; [ ] = dose if it differs, or a comment. The call rests on the fitted dose curve; in most records, active means well fitted curve in the direction sought with a large enough effect; inconclusive means small, poorly fitted or top-dose-only effect, or another doubt; inactive means no such curve, though single readings can be large; an effect the other way counts as inactive or inconclusive. On the % scale 0 is the no-effect control and ±100 the full control effect; potency means the concentration at half of the fitted maximal effect. This is a subset, so the mix of outcomes need not match the whole.

| Molecule | AID inh | UDG counterscr |
| --- | --- | --- |
| CC1CC(NC(=O)CCC2CCCCC2)CC(C)(C)C1 (configuration not stated) | -11% | -3% |
| COc1ccc2c(CNCCc3cccs3)c(C(=O)O)n(Cc3ccc(F)cc3Cl)c2c1 | 1% | -9% |
| CC(=O)Nc1c(C)noc1/C=C\c1ccc(C)c(S(=O)(=O)Nc2c(C)cccc2C)c1 | -11% | 26% |
| Cc1ccc(CN(Cc2ccco2)C(=O)c2oc3cc(Br)ccc3c2C)cc1 | -27% | 9% |
| O=C1CS(=O)(=O)C2(C(=O)N(Cc3ccc(F)cc3)c3ccccc32)N1c1cccc(C(F)(F)F)c1 (configuration not stated) | 1% | -4% |
| CCc1nnc2c(N3CCN(c4cc(Cl)ccc4C)CC3)nc3ccccc3n12 | -7% | 25% |
| N#Cc1ccc(COc2ccc(Cl)cc2Br)cc1 | -4% | -9% |
| O=c1c2c(-c3cccs3)csc2nc(CN2CCOCC2)n1CCOc1ccc(F)cc1 | -15% | -9% |
| CCOc1ccccc1NC(=O)N1CCC2(CC1)Oc1ccccc1C(=O)N2Cc1ccccc1F | ? | -14% |
| COc1cc(N)c(Cl)cc1C(=O)OCCN1CCCCC1 | 2% | 7% |
| COc1ccccc1CNC(=O)c1csc(NCc2ccccc2)n1 | -11% | -1% |
| Cc1ccccc1NCc1cc2ccccc2[nH]c1=O | -4% | 3% |
| Cc1ccc(C(=O)NCC(=O)N(C)CC(=O)Nc2c(Cl)cccc2Cl)s1 | 5% | 2% |
| CCn1c(CN2CCC(C)CC2)nc2cc(NC(=O)c3cccc([N+](=O)[O-])c3)ccc21 | -8% | 0% |
| [O-]/[N+](=C\c1ccco1)c1ccccc1 | 5% | ? |
| Cc1ccc2c(c1)-c1onc(C(=O)N(C)c3ccc(F)cc3)c1CO2 | 18% | -7% |
| CN(C(=O)CSc1nc2nc[nH]c2c(=O)[nH]1)c1ccc(F)cc1 | 6% | 5% |
| COc1ccccc1N1CCN(S(=O)(=O)c2ccc3[nH]c4c(c3c2)CCCC4)CC1 | -1% | -18%[57.5 µM] |
| CC(=O)Oc1ccc(-c2nc(-c3cccc(Br)c3)no2)cc1 | 6% | -1% |
| Cc1nc2scc(C)n2c(=O)c1S(=O)(=O)Nc1ccc(N2CCOCC2)c(Cl)c1 | -53% | -20% |
| O=C(O)c1ccc(CNCc2c(Cl)cccc2Cl)cc1 | -9% | -4% |
| Cc1ccc(-n2c(=O)c3ccc(C(=O)NCc4ccccc4Cl)cc3n(CC(=O)Nc3ccc(C)cc3C)c2=O)cc1 | 13% | 7% |
| N#Cc1ccc(Oc2ccc(C(=O)OCC(=O)c3ccccc3)cc2)cc1 | 2% | 7% |
| O=C(Cn1nc2c(cc1=O)CCCC2)Nc1ccc(F)cc1F | 2%&-1% | -2%&11% |
| COc1ccc(C(=O)ON=C2c3ccccc3-c3ccccc32)cc1 | -7% | 2% |
| CCOc1cccc(-c2nnc3n2N=C(c2ccc4ccccc4c2)CS3)c1 | -3% | 2% |
| Cc1cc(C)n(-c2nc3c(c(=O)n(CC(=O)C(C)(C)C)c(=O)n3C)n2C)n1 | -4% | 1% |
| Cc1ccc(C(=O)OC(C)C(=O)N2CCc3ccccc32)cc1S(=O)(=O)N1CCCCC1 (configuration not stated) | -17% | -6% |
| COc1cccc(-n2ccn(Cc3cccc(Cl)c3)c(=O)c2=O)c1 | -2% | 2% |
| Cc1ccc(-n2c(SCC(=O)N3CCc4ccccc43)nc3c([nH]c4ccccc43)c2=O)cc1 | -10% | -1% |

Whole records from above. Order of values: AID inh, UDG counterscr
CCOc1ccccc1NC(=O)N1CCC2(CC1)Oc1ccccc1C(=O)N2Cc1ccccc1F as listed: ?, -14%
Cc1ccc(CN(Cc2ccco2)C(=O)c2oc3cc(Br)ccc3c2C)cc1 as listed: -27%, 9%
Cc1ccc(-n2c(SCC(=O)N3CCc4ccccc43)nc3c([nH]c4ccccc43)c2=O)cc1 as listed: -10%, -1%
O=c1c2c(-c3cccs3)csc2nc(CN2CCOCC2)n1CCOc1ccc(F)cc1 as listed: -15%, -9%

Next entries:
| Molecule | AID inh | UDG counterscr |
| --- | --- | --- |
| C[C@](Cc1ccc(O)c(O)c1)(NN)C(=O)O | 0% | -3% |
| O=C(CSc1ncnc2ccccc12)Nc1cccc2ccccc12 | 4% | -2% |
| O=C(CCC(=O)c1ccc(Cl)cc1)OCC(=O)c1ccc(Cl)cc1 | 28% | -1% |
| CC(C)C(C)(C#N)NC(=O)CN1CCCC1 (configuration not stated) | -1% | 3% |
| CC1=C(C(=O)Nc2ccccc2)C(c2ccc(C(F)(F)F)cc2)n2ncnc2N1 (configuration not stated) | -10% | 18% |
| Cc1ccccc1OCCSc1nc(C)c(Cc2ccccc2)c(=O)[nH]1 | 13% | -8% |
| COc1ccc2nc(C)cc(Nc3ccc(Cl)c(Cl)c3)c2c1 | -24% | -5% |
| Cc1ccccc1OCC(=O)Nc1ccc2nc(SCCOc3ccccc3)sc2c1 | 6% | 9% |
| O=C(Nc1nc(-c2c[nH]c3ccccc23)cs1)C1CCCC1 | 66%[activator] | 14% |
| Cc1ccc2oc(N3CCN(C(=O)c4cccc(C#N)c4)CC3)nc2n1 | 6% | -1% |
| C/C(=N/Nc1cc(C(F)(F)F)ccc1Cl)c1ccc(Cl)c(Cl)c1Cl | -5% | 1% |
| Cc1cccc(Cn2c(SCc3ccc(C(=O)NCCc4ccccc4)cc3)nc3ccncc32)c1 | -4% | 1% |
| CCn1cc(CNC(=O)c2cc(-c3ccc(C)cc3)nc3ccc(Br)cc23)c(C)n1 | ? | ? |
| COc1c(Br)cc(F)cc1NC(=O)Cc1coc2cc3c(cc12)CCC3 | -10% | 1% |
| COc1cccc(C(=O)Nc2ccccc2C(=O)OCc2cc(=O)n3c(C)csc3n2)c1 | 2% | -11% |
| Cc1cc(N(CCO)CCO)nc(NCc2ccccc2)n1 | -8% | 0% |
| CSCCC(NC(=O)Cc1cccc(C(F)(F)F)c1)c1nc2ccccc2s1 (configuration not stated) | -14% | -2% |
| CCOc1ccccc1NC(=O)C1CCN(S(=O)(=O)c2ccc3[nH]c4c(c3c2)CCCCC4)CC1 | -7% | 39%[activator] |
| CCc1c(C)nc2nncn2c1NCc1ccc(OC)cc1 | 14% | -6% |
| O=C(NCc1cccc(Cl)c1)C(=O)Nc1ccc2nc3n(c(=O)c2c1)CCCCC3 | -20% | -7%[57.5 µM] |
| CC(Oc1cc(Cl)ccc1Cl)c1nc(-c2cccnc2)no1 (configuration not stated) | 4% | 0% |
| Cc1ccc(-n2[nH]c(CSc3nnnn3-c3ccccc3)cc2=O)cc1 | -15% | 89µM* |
| CCS(=O)CCSc1nc(-c2ccccc2)cc(-c2ccccc2)c1C#N (configuration not stated) | -16% | -7% |
| CCC(=O)Nc1ccc2nc(SCc3ccc(C)cc3)sc2c1 | -11% | ? |
| N#Cc1c(-c2ccccc2)cc(-c2cccs2)nc1SCC(O)CS(=O)Cc1ccccc1 (configuration not stated) | -14% | 1% |
| O=C(CNc1ccc(Br)cc1)Nc1ccc(C(F)(F)F)cc1 | -16% | -12% |
| CC(=O)N1CCc2c(sc3c2c(=O)n(Cc2ccccc2)c(=O)n3Cc2ccccc2Cl)C1 | 22µM* | -29% |
| Brc1ccccc1-c1nc(-c2ccccn2)no1 | -5% | 1% |
| CCSC1=N/C(=C\c2ccc(SC)cc2)C(=O)S1 | -2% | 4% |
| COc1ccccc1C(=O)OCc1cc(=O)n2nc(-c3cccs3)sc2n1 | 45%[activator] | -16% |

Shown as a hit in AID inh, among the entries above:
SMILES	AID inh
CC(=O)N1CCc2c(sc3c2c(=O)n(Cc2ccccc2)c(=O)n3Cc2ccccc2Cl)C1	22µM*

Continued:
SMILES,AID inh,UDG counterscr
Cc1cccc(OCC(=O)OCC(=O)Nc2sccc2C(N)=O)c1,6%,2%
COc1ccc(OC)c(NC(=O)N2CC(C)Oc3ccc(C)cc32)c1 (configuration not stated),?,-5%[57.5 µM]
CCN1CCN(CCCNC(=O)c2cnn(-c3ccc(C)cc3)c2C2CCN(C(=O)OC(C)(C)C)CC2)CC1,-4%,10%
Cc1nn(CCC(=O)Nc2ccc(Cl)cc2)c(C)c1S(=O)(=O)N1CCCCC1,-18%,-7%
O=C(Nc1ccc(S(=O)(=O)N2CCCCCC2)cc1)c1cc(=O)c2ccccc2o1,1%,-5%
C=CCNc1nc(-c2c(N)n(CC(C)C)c(=O)n(C)c2=O)cs1,4%,-3%
Cn1c(=O)c2c(nc(NCCO)n2Cc2ccc(Cl)cc2Cl)n(C)c1=O,1%,-8%
Cc1cccc(C(=O)Nc2cc3nn(-c4ccc(C(C)C)cc4)nc3cc2C)c1,30%[activator],4%
CC1=C(C(=O)Nc2ccc(C)cc2C)C(c2ccc(Br)cc2)NC(=O)N1 (configuration not stated),0%,-8%
Cc1ccc(/C=C/C(=O)NC2CCCC2)c(C)c1,-4%,-8%
COc1cccc(NC(=O)CSc2nc3c([nH]c4ccccc43)c(=O)n2-c2cccc(Cl)c2)c1,0%,-5%
COc1cc(/C=C/C(=O)OCCOc2ccccc2F)ccc1OC(F)F,-2%,11%
CC(NCc1cccs1)C1CC1 (configuration not stated),0%,3%
CCOc1ccc(C(c2c(O)cc(C)n(Cc3ccco3)c2=O)N2CCCCC2)cc1 (configuration not stated),9%,21%
CCOC(=O)c1cc2c(=O)n3ccccc3nc2n(C(C)C)c1=NC(=O)c1c(-c2c(F)cccc2Cl)noc1C,-17%,?
Cc1cc2nn(-c3ccc(F)cc3)nc2cc1NC(=O)c1ccc(C(C)(C)C)cc1,64%[activator],7%
CC(=O)N1CCC(N(CCCOC(C)C)C(=O)Nc2ccc(C)c(C)c2)CC1,3%,-3%
Cc1cc(C)c(NC(=O)CN2C(=O)c3cccnc3Oc3ccc(Cl)cc32)c(C)c1,0%,-12%
Cn1cc(C(=O)NCCc2ccc(Cl)cc2)c(=O)c2cc(S(=O)(=O)N3CCCCC3)ccc21,-17%[57.5 µM],-14%[57.5 µM]
Cc1ncsc1C(=O)NCc1ccccc1,-1%,-4%
O=C(c1ccccc1)N1N=C(c2ccc(F)cc2)CC1c1ccc2nccnc2c1 (configuration not stated),-13%,-14%
Cc1cccc(N2CCN(C(=O)c3noc4c3COc3ccc(C)cc3-4)CC2C)c1 (configuration not stated),-7%,-2%
O=C(Nc1ccc(OC(F)(F)F)cc1)c1noc2c1CCCC2,-5%,-3%
Oc1c(C(c2ccccc2)N2CCCC2)sc2nc(-c3ccco3)nn12 (configuration not stated),13%,2%
Cc1cccc(Oc2c(C(F)(F)F)oc3cc(OCC(=O)OCc4ccccc4)ccc3c2=O)c1,0%,-1%
Cc1nc(-c2ccc(F)cc2)sc1CCNC(=O)c1cccs1,?,79µM*
Cc1ccc2nc3sc(C(=O)Nc4ccc(F)cc4)cc3cc2c1,-1%,5%
CC(C)Oc1ccccc1NC(=O)CSc1nccn1C,11%[57.5 µM],-7%[57.5 µM]
Cc1nc2cc(NC(=O)C(C)Oc3ccc(F)cc3)ccc2o1 (configuration not stated),5%,3%
Cc1c(CC(=O)N2CCCCC2)c(=O)oc2cc(O)ccc12,3%,39%[activator]
Cc1nnc2c3ccccc3nc(Nc3cccc(O)c3)n12,-14%,-9%
Cc1cc2ccccc2n1CC(=O)NCCCC(=O)O,9%,1%
Cc1cc(Br)ccc1NC(=O)CN(C)C(=O)CCc1ncc(-c2ccccc2F)o1,5%,0%
Cc1nnc(NC(=O)c2nc(SCc3ccccc3F)ncc2Cl)s1,-11%,-21%
Cc1ccc(-c2ccc(OC(=O)C3CCC(C)CC3)cc2)cc1 (configuration not stated),-3%,-4%
CCc1nn(CC(=O)NCCc2ccc(OC)c(OC)c2)c(=O)c2cc3occc3n12,2%,-2%
CCCCc1ccc(NC(=O)N2CCC3(CC2)OCCO3)cc1,0%,7%
CCCC(=O)N1c2nc(C(C)C)nn2C2(CCCCC2)[C@@H]2CCCC[C@@H]21,-11%,-12%[57.5 µM]
COC(=O)Nc1ccc2ccccc2c1,5%,0%
CCOCCc1nn2c(=O)cc(COC(=O)c3ccccc3NC(=O)C3CCCCC3)nc2s1,15%,21%
Cc1cc(C)c2c(N)c(C#N)sc2n1,10%,-1%
CCOC(=O)c1c(C)n(C)c2ccc(OC(C)=O)cc12,0%,-2%
CCOCCCNC(=O)c1ccc(-n2c(-c3ccccc3)cc3c2CCCCC3)cc1,67%[activator],-6%[57.5 µM]
COc1ccc(Cl)cc1-n1cc(-c2ccccc2)nc1SCC(=O)Nc1ccc(C)cc1,-15%,-2%
COc1cc2nc(SCC(=O)Nc3cccc(C)c3)n3nc(-c4ccccc4)nc3c2cc1OC,8%,-3%
O=C(CNC(=O)c1nn(Cc2ccccc2)c(=O)c2ccccc12)Nc1ccc(F)c(F)c1F,2%,0%
COc1ccc(OC)c(NC(=O)Cn2ncc3c2-c2ccccc2OC3)c1,-3%,-24%
NC(=O)C1CCCCC1=O (configuration not stated),1%,-1%
CC1CCCCN1C(=O)CSc1nc(-c2ccccc2)no1 (configuration not stated),-11%,?
COc1ccc2nc(NC(=O)Nc3ccc(C)cc3)sc2c1,2%,2%

Following part:
SMILES,AID inh,UDG counterscr
CCOc1ccc(N(CC)S(=O)(=O)N2CCCC(C(=O)Nc3ccc(NC(C)=O)cc3)C2)cc1 (configuration not stated),14%,-8%
Cc1nn(-c2ccccc2)c2c1N(CC(=O)N1CCN(c3ccc(Cl)cc3)CC1)C(=O)CS2,26%,-2%
Cc1cccc(N=Cc2ccccc2[N+](=O)[O-])c1,1%,-16%
CCOC(=O)c1ccc(Nc2nn3c(=O)c4ccccc4nc3s2)cc1,-4%,-7%
COC(=O)C1=C(N)OC2=C(C(=O)CCC2)C1c1ccc(Cl)cc1Cl (configuration not stated),-14%,0%
Cc1cc(C)c(NC(=O)C2CCN(S(=O)(=O)c3c(C)noc3/C=C/c3ccccc3F)CC2)c(C)c1,14%,-8%
CCN(CC)c1ccc(NC(=O)c2cc(C)nc3c2c(C)nn3-c2ccc(C)cc2)c(C)c1,36%[activator],4%

Compound activity from PubChem BioAssay.
